Screening data deposited in PubChem by several laboratories.
MEKK3 PB1 HTS: modulators (inhibitors or enhancers) of MEK5 binding to human MEKK3 PB1 domain. binding response (% of control), % at 10 µM. bead-based flow cytometry, Alexa488-MEK5 binding to MEKK3; actives lie on both sides; 0 = blocked by unlabeled MEK5, 100 = vehicle. 1.4% of 290,000 active. Q99759. AID 1529;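 active means binding response more than 3 SD above or below the average of its plate-row segment, actives on both sides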;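 further: Alexa488 bead fluorescence after subtracting the streptavidin-only scavenger bead signal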
V1aR counter: activates human V1a receptor in oxytocin agonist counter-screen | activation, % at 3 µM | P37288 | CHO-V1R cells, Fluo-8 calcium fluorescence, agonist mode; 0% DMSO, 100% 3 nM vasopressin | 0.25% of 320,000 active | AID 2797;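 active means activation above the mean activation of all tested compounds plus 3 SD, per screening run, cut at about 20% in these data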;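 further: signal is peak over basal fluorescence ratio across a 100 second FLIPR read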
Target sequence (P37288 whole entry, looked up): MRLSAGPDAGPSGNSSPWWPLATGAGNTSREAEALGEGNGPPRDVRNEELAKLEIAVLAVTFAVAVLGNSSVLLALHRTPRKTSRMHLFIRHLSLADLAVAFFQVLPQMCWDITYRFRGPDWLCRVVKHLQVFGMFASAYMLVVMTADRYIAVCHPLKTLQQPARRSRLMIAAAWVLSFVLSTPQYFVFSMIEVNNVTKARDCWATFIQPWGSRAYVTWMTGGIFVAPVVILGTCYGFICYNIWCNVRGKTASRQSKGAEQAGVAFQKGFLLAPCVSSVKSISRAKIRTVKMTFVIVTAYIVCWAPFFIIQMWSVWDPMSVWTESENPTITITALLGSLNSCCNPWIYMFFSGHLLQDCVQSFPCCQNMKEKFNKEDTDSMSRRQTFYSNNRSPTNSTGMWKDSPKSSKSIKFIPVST
PHOSPHO1 block: blocks human PHOSPHO1 phosphatase activity; inhibition, % at 13.3 µM; recombinant PHOSPHO1, absorbance phosphatase assay; 1.1% of 290,000 active; Q8TCT1; AID 1565; in the data active means inhibition above about 60%
GPR7 antagonist: antagonists of human GPR7 (neuropeptides B/W receptor 1); GPR7-expressing cells, fluorescence antagonist assay; inhibition, % at 4.4 µM; 1.1% of 290,000 active; AID 1861; in the data active means inhibition above about 16%, passing the limit was not always enough;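 further: cells stimulated with the agonist NPW; 0% = agonist with vehicle and 100% = vehicle without agonist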
GalR3 antagonist: antagonists of human GalR3; AID 651719; HEK293 GalR3-CNG cAMP membrane potential fluorescence; galR3 body fused to GalR1 C-terminus; O60755; inhibition, % at 3 µM; 0.44% of 360,000 active;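 active means inhibition above the screen-wide average plus 3 SD, cut at about 13% in these data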;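 further: forskolin and galanin both at EC90 stimulate the cells; cAMP rise reported by CNG channel membrane potential dye signal; 0% = forskolin plus galanin with DMSO and 100% = forskolin alone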
Target sequence (O60755 1-299 limits assumed): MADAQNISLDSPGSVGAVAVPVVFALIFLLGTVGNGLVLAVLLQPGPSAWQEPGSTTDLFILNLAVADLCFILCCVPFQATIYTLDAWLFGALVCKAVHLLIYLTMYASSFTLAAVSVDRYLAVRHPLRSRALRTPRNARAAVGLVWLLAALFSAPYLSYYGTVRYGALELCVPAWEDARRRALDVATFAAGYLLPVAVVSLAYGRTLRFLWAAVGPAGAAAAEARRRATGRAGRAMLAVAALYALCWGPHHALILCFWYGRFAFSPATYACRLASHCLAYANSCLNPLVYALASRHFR
MEKK2mut PB1 HTS: signal of MEK5 binding to mutant human MEKK2 PB1 domain. AID 1530. percent response, % at 10 µM. bead flow cytometry, Alexa488-MEK5 binding to MEKK2 mutant. 0.35% of 290,000 active; in the data active means percent response above about 24%, passing the limit was not always enough; further: inactives centre near 1; some results filed as inactive read as strong as hits; reference of the scale not given here
MEKK2wt PB1 HTS: raises or lowers MEK5 binding to wildtype human MEKK2 PB1 domain; Q9Y2U5; bead flow cytometry, Alexa488-MEK5 binding to MEKK2 WT; actives lie on both sides; binding response (% of control), % at 10 µM; 1.1% of 290,000 active; in the data active means binding response below about 67% or above about 130%
OXTR agonist: activates the human oxytocin receptor. activation, % at 3 µM. 0.32% of 320,000 active. CHO-OTR cells, Fluo-8 calcium fluorescence; normalized: DMSO 0%, oxytocin 100%;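 active means activation above the mean of all tested compounds plus 3 SD, cutoff set per screening run, cut at about 20% in these data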;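 further: peak over basal fluorescence ratio from a 100 s FLIPR kinetic read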
Target sequence (P30559 whole entry, looked up): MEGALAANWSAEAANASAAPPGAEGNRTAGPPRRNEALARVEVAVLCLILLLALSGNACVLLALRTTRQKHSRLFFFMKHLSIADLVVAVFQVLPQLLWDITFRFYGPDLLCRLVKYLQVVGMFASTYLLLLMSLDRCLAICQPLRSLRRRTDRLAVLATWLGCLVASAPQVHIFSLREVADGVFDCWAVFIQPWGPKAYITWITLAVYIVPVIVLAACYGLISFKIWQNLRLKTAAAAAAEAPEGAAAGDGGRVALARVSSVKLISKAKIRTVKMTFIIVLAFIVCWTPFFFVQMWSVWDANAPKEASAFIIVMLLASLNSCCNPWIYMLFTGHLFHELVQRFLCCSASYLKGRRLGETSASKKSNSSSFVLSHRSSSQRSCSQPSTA
NALP1 yeast inh: blocks the NALP1 inflammasome reconstituted in yeast | S. cerevisiae NALP1/ASC/caspase-1 growth, X-gal OD620, 72 h | inhibition, % at 10 µM | 0.61% of 280,000 active | AID 2071; in the data active means inhibition mostly above about 24%, no sharp cut-off; inactive means mostly below about 32%; further: some compounds called inactive have numbers as strong as hits
* = called active by the depositor; nt = not tested or not shown; & = joins results of further samples.

SMILES	MEKK3 PB1 HTS	V1aR counter	PHOSPHO1 block	GPR7 antagonist	GalR3 antagonist	MEKK2mut PB1 HTS	MEKK2wt PB1 HTS	OXTR agonist	NALP1 yeast inh
C#CCOC(=O)C[N+](C)(C)C/C=C/c1ccccc1	99	0.3	24	-4	2	-2	96	-0.3	19
COc1ccc2[nH]c3c(NCCN(C(C)C)C(C)C)ncnc3c2c1	94	-0.8	39	8	-2	2	111	-0.1	22
O=C(c1nc2nc(-c3cccs3)cc(C(F)(F)F)n2n1)N1CCN(Cc2ccccc2)CC1	82	2.6	10	-8	0	4	97	-1.9	11
CCOC(=O)c1c(NC(=O)COc2cccc3c2CCN(C)C3=O)sc2c1CCC2	106	-0.7	13	-16	-4	-1	101	-1.9	15
COc1ccccc1N1CCN(CC(O)c2c(C)[nH]c3ccccc23)CC1 (configuration not stated)	108	1.9	46	-6	-12	9	110	-0.1	4
Cc1cc(NC(=O)COC(=O)c2ccc(NS(=O)(=O)c3ccc(C)c(C)c3)cc2)no1	103	18	45	10	-4	5	99	17	-3
COc1cccc(N2CC(C(=O)Nc3nnc(SCC(=O)N4CCOCC4)s3)CC2=O)c1 (configuration not stated)	98	0.4	38	-5	0	0	97	-0.5	-2
CC[n+]1c(/C=C/c2cc([N+](=O)[O-])ccc2O)ccc2ccccc21	94	-0.5	-7	8	0	0	95	-0.4	2
Cc1cccc(CCN=c2c([N+](=O)[O-])nn(-c3ccccc3)n2O)c1	113	-0.7	-24	1	-2	-1	100	-2.3	7
CC(C)(C)c1ccc(C(=O)N2CCC(C(=O)NC3CC3)CC2)cc1	103	1.1	37	-1	-9	-2	101	1.1	4
Cc1csc(NC(=O)CN(C)S(=O)(=O)c2cccc3cccnc23)n1	115	1.2	38	13	-3	6	113	1.1	-1
CC1CCN(C(=O)c2ccc3ccccc3c2)CC1	102	-0.8	nt	12	-4	6	103	-1.3	30
Cc1c(OC(C)C(=O)NCc2ccccn2)ccc2c3c(c(=O)oc12)CCCC3 (configuration not stated)	103	4.5	22	-2	4	11	106	2.5	18
O=C(Nc1cccc(-c2cc3ccccc3oc2=O)c1)c1ccc(Br)o1	93	0.2	29	-10	-2	2	97	-1.9	15
COCCCNC(=O)CN(C1CCCCC1)S(=O)(=O)c1ccc(C)cc1	107	0.7	8	-2	-4	6	102	-0.8	6
Cc1ccc(S(=O)(=O)N2CCCC(C(=O)NCC3COCCO3)C2)cc1 (configuration not stated)	105	1.7	-4	-6	-1	8	103	0.6	22
O=C1CN(S(=O)(=O)c2ccc(Cl)cc2C(F)(F)F)CCN1	90	0.3	7	10	-6	-9	89	0.2	-19
COc1ccc([N+](=O)[O-])cc1NC(=O)CSCc1ccccc1	99	1.3	9	-3	-4	5	109	-2.5	16
CCOc1cc(C2NC(=S)NC(C)=C2C(=O)Nc2ccccc2)ccc1O (configuration not stated)	100	-1.1	-21	-1	0	-3	91	0.6	nt
CCC(C)N1CCN(C(=O)c2cccs2)CC1 (configuration not stated)	98	-0.8	nt	-12	-4	5	103	0.0	nt
c1csc(-c2cnc3n2CCCC3)c1	106	0.8	3	-10	-2	5	105	1.1	22
O=C(Cc1ccc(Cl)cc1)Nc1ccc(N2CCN(C(=O)c3ccco3)CC2)c(Cl)c1	97	0.2	-7	-5	-3	0	100	-0.4	16
Cc1ccc2c(c1)C(c1ccccc1)N(C(=O)c1cccc([N+](=O)[O-])c1)CC(=O)N2 (configuration not stated)	101	0.7	nt	6	-3	1	99	-0.6	-2
C/C(N)=C(/C#N)C(=O)CSc1nc(-c2ccccc2)c(-c2ccccc2)o1	102	2.0	19	-15	-9	3	99	0.9	-1
O=C(Nc1cccc(O)c1)c1ccc(S(=O)(=O)N2CCCCCC2)cc1	102	nt	nt	5	-5	-5	101	nt	5

Some of these compounds in order of length of the SMILES, lowest first:
SMILES	MEKK3 PB1 HTS	V1aR counter	PHOSPHO1 block	GPR7 antagonist	GalR3 antagonist	MEKK2mut PB1 HTS	MEKK2wt PB1 HTS	OXTR agonist	NALP1 yeast inh
COc1ccc2[nH]c3c(NCCN(C(C)C)C(C)C)ncnc3c2c1	94	-0.8	39	8	-2	2	111	-0.1	22
COCCCNC(=O)CN(C1CCCCC1)S(=O)(=O)c1ccc(C)cc1	107	0.7	8	-2	-4	6	102	-0.8	6
CC[n+]1c(/C=C/c2cc([N+](=O)[O-])ccc2O)ccc2ccccc21	94	-0.5	-7	8	0	0	95	-0.4	2
O=C(c1nc2nc(-c3cccs3)cc(C(F)(F)F)n2n1)N1CCN(Cc2ccccc2)CC1	82	2.6	10	-8	0	4	97	-1.9	11

The list goes on.
SMILES	MEKK3 PB1 HTS	V1aR counter	PHOSPHO1 block	GPR7 antagonist	GalR3 antagonist	MEKK2mut PB1 HTS	MEKK2wt PB1 HTS	OXTR agonist	NALP1 yeast inh
O=C(/C(=C\c1ccccc1)c1nc2ccccc2[nH]1)c1ccc(Cl)cc1	93	1.4	-18	-11	2	5	5.0*	-2.0	20
CCN(CC(=O)NCc1ccc(Cl)cc1)C(=O)c1cc2ccccc2o1	100	1.8	35	-10	-8	-2	99	0.7	22
Cc1cc(=O)oc2cc(NC(=O)c3ccc(OC(F)F)cc3)ccc12	99	0.0	32	5	-8	0	99	-0.4	18
COC(=O)c1ccc(Cn2nc(C)c(Br)c2C)cc1	97	2.0	6	0	-3	2	103	0.1	11
CCCCOP(=O)(c1ccc(N(C)C)cc1)C(O)c1ccccc1F (configuration not stated)	83	-0.1	-28	2	-5	-9	81	-0.4	33
CCOc1cc(/C=N/NC(=O)c2cccnc2)ccc1OC(=O)c1ccco1	105	0.2	-25	-9	-6	5	101	-0.9	-10
CC/C(=N/Nc1ccccc1Cl)c1cnnc(-c2ccccc2)n1	87	-0.2	-11	-4	-4	1	93	1.1	5
Cc1cccc(Nc2nc(-c3ccccn3)cs2)n1	96	-0.3	71*	-3	-4	6	98	-1.4	13
CC(=O)c1ccc2noc(-c3cccc(C)c3)c2c1	94	-0.9	-41	-8	-1	-45	98	-1.0	-62
CCc1cc(=O)oc2cc(C)cc(OC(C)C(=O)O)c12 (configuration not stated)	108	0.1	18	-10	-2	3	104	0.1	-32
Cn1nc(-c2ccccc2)cc1NC(=O)c1ccccc1	93	1.8	nt	12	-6	-10	97	1.5	14
CCOC(=O)c1ccc(NC(=O)N2CCN(c3cccc(OC)c3)CC2)cc1	86	6.8	38	-3	-3	-5	85	5.7	18
CSCC[C@H](NS(=O)(=O)c1ccc(C)cc1)C(=O)N1CCC(C(=O)N[C@@H](Cc2ccc(O)cc2)C(=O)O)CC1	99	0.8	29	1	-5	-1	102	1.3	13
Cc1ccc(S(=O)(=O)NC(=O)Nc2c(C)n(C)n(-c3ccccc3)c2=O)cc1	93	1.0	3	2	-5	0	96	0.4	-1
CCCOc1ccccc1/C=C(\C#N)C(=O)Nc1cccc(C)n1	106	0.3	38	-18	-8	11	105	0.0	0
CCN(CC)S(=O)(=O)c1ccc(C(=O)N(c2ccccc2)C2C=CS(=O)(=O)C2)cc1 (configuration not stated)	100	1.1	29	14	-6	4	102	0.2	-9
CC(C)C[C@H](NC(=O)c1ccc(OC2CCN(C(=O)C3CC3)CC2)cc1)C(N)=O	108	1.2	1	-19	5	4	102	4.1	9
O=C(NC1CCCC1)C(c1ccc(Cl)cc1)N1CCN(C2CCCCC2)CC1 (configuration not stated)	95	-0.2	20	3	0	-2	98	-0.3	9
Cc1ccc(C(=O)NNC(=S)NC(=O)c2ccc(Cl)cc2Cl)cc1	93	117*	76*	14	-3	-4	96	101*	8
COc1ccc(CC(C#N)(CO)c2nc3ccccc3[nH]2)cc1 (configuration not stated)	107	1.3	-4	-1	-3	13	111	0.5	5
Cc1c(O)ccc2c(CN3CCOCC3)cc(=O)oc12	100	1.2	24	-18	-7	1	97	4.6	-10
CCOc1ccc(NC(=O)CSc2nnc(COc3c(C)cccc3C)o2)cc1	101	0.8	-6	-11	-3	0	98	0.7	10
CS(=O)(=O)Nc1cccc(-c2cnc3ccccc3n2)c1	106	4.0	42	6	-12	8	111	0.0	19
COc1ccc2cc(C(=O)N3CCN(C)CC3)[nH]c2c1	106	nt	48	-7	-10	6	109	nt	5
COc1cc(C(=O)NCC(=O)N/N=C/c2ccc(-c3ccc([N+](=O)[O-])cc3)o2)cc(OC)c1OC	99	-0.7	22	-1	-8	3	99	-0.7	-5

The results go on:
SMILES	MEKK3 PB1 HTS	V1aR counter	PHOSPHO1 block	GPR7 antagonist	GalR3 antagonist	MEKK2mut PB1 HTS	MEKK2wt PB1 HTS	OXTR agonist	NALP1 yeast inh
COc1ccc(CNC(=O)Cn2ncn3cccc3c2=O)cc1	101	0.3	-10	-11	-3	-2	101	-0.3	3
O=C1C2C3C=CC(C3)C2C(=O)N1c1ccc(Cc2ccncc2)cc1 (configuration not stated)	106	9.0	38	3	-4	2	108	14	7
Cc1cccc(NC(=O)CCS(=O)(=O)c2ccc3c(c2)NC(=O)CS3)n1	102	0.6	44	-18	3	3	103	-0.2	-8
CC(C)=CCC/C(C)=C/CC/C(C)=C/CC/C(C)=C/CC1=C(C)C(=O)c2ccccc2C1=O	103	-0.6	-14	nt	-2	3	107	0.2	6
CCc1c(C)nc2ncnn2c1N1CCC(C(=O)Nc2ccc(C)cc2)CC1	100	-1.8	-38	-8	-9	6	104	-2.3	3
CCOc1c(Cl)cc(C2NC(=O)NC(C)=C2C(=O)NCc2ccccc2)cc1OC (configuration not stated)	108	-0.2	-7	-17	-3	6	105	-0.3	10
CCc1ccc(-c2ccc(SCC(=O)NCC3CCCO3)nn2)cc1 (configuration not stated)	102	-0.4	-26	-11	2	-1	103	-1.9	-16
O=C1N/C(=C\c2ccsc2)C(=O)N1Cc1ccc(F)cc1	105	1.6	-3	-6	0	1	108	1.4	16
CCCOc1ccc(N2C(=O)CC(N3CCC(C(=O)OCC)CC3)C2=O)cc1 (configuration not stated)	104	-0.7	-10	-6	-5	6	106	-0.8	16
CN(/C(=N\S(=O)(=O)c1ccccc1)c1ccccc1)c1ccc(O)cc1	112	1.2	27	-5	-2	0	109	5.4	21
COc1ccc(CCNC(=O)CSc2ccc(-c3cccs3)nn2)cc1OC	78	-0.6	-13	-1	7	-18	79	-1.0	4
Cc1cc(-c2ccc(Cl)cc2)c(C#N)c(N)n1	69	-1.0	15	-14	-3	-9	76	-1.0	4
CC(C)CCOC(=O)C(C)Sc1n[nH]c(=O)[nH]c1=O (configuration not stated)	102	0.7	28	-12	-5	7	104	0.4	-10
COCCNC(=O)c1csc(Nc2cccc3ccccc23)n1	105	-1.1	29	-7	-3	4	109	-2.4	17
COc1ccc(-c2cn3cc(C)ccc3n2)cc1F	97	-1.1	23	-1	-4	-1	98	-2.5	5
Cc1nn(C)c2ncc(C(N)=O)c(Oc3cccnc3)c12	56	-0.1	25	-15	-3	-42	60	-0.7	-5
Cc1nc2ccc(N=NC3=C(O)CCCC3=O)cc2s1	97	0.1	38	6	-3	0	98	0.5	3
c1ccc(CN2CCN(c3nc(NCc4ccco4)c4ccccc4n3)CC2)cc1	112	0.3	36	3	-10	29	168*	0.5	15
O=C(Cc1cc(=O)[nH][nH]1)N/N=C/C=C/c1ccccc1	99	0.9&-0.7	56&-1	3&-3	6	3	98	0.4&0.8	2&-8
CCOC(=O)C1=C(C)N(C)C(=O)NC1c1cccc(O)c1 (configuration not stated)	109	1.3	-11	7	-4	13	112	0.3	-1
COc1cccc(Cn2c(=S)[nH]c3ccc(N4CCOCC4)cc3c2=O)c1	103	0.0	-3	-1	-5	0	94	-0.1	-2
CCNC(=S)N1CCc2ccccc2C1	99	1.5	12	-4	-5	-4	97	0.2	12
Cc1cc(C)c2c(=O)[nH]n(C3CCOC(C)(C)C3)c2n1 (configuration not stated)	108	0.7	-19	-4	4	12	110	0.1	-14
